CR mimetic SO = lowers age-related superoxide in aged yeast cells; S. cerevisiae aged cells, superoxide DHE fluorescence; active compounds read low; superoxide response (% of plate mean), % at 10 µM; actives 0.18% (n = 330,000); AID 2690;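 active = superoxide response under a set limit, about three screen SD below normal, cut at about 65% in these data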;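 note: yeast aged for seven days with compound at 30 °C before DHE staining; 100% = average MFI of all compound-treated wells on the plate with controls excluded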
MEX-5 binding = C. elegans MEX-5 TCR-2 RNA binding activity; activity score (negative = inhibition of binding), % at 10 µM; Q9XUB2; MEX-5/FITC-TCR2 RNA binding, fluorescence polarization; active compounds read low; actives 0.38% (n = 300,000); AID 1832;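 active = inhibition past about -25% in most replicates, and total fluorescence under double the plate's negative control median, limit read from the data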;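 note: 0% = DMSO and -100% = 5 µM competing unlabeled TCR2 RNA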
Target sequence (Q9XUB2 whole entry, looked up): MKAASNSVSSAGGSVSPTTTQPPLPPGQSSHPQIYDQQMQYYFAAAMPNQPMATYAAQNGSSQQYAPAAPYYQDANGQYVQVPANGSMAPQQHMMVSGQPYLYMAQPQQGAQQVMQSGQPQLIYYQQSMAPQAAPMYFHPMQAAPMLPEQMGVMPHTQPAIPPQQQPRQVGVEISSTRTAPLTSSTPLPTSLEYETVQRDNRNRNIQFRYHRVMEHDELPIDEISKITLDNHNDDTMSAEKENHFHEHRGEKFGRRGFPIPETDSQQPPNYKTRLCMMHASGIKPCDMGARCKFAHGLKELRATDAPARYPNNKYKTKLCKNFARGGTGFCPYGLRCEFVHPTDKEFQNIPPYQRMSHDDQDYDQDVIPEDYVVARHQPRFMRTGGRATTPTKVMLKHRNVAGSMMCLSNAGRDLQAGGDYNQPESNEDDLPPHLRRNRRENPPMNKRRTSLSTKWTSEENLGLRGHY
Fam108B counter = blocks mouse Fam108B hydrolase in RBBP9 counter-screen. recombinant Fam108B, FP-Rh probe fluorescence polarization. actives 0.33% (n = 300,000). AID 1947. inhibition, % at 9.51 µM;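 active = inhibition above the screen mean inhibition plus 3 SD, computed separately per campaign, cut at about 18% in these data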;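 note: inhibitors lower polarization as less probe binds the enzyme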
MCL1-BIM inh = inhibitors of human MCL1 binding to BIM-BH3 peptide; Q07820; GST-MCL1 / FITC-Bim-BH3 fluorescence polarization; inhibition, % at 10.9 µM; actives 0.68% (n = 320,000); AID 2057;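 active = inhibition above the mean inhibition of all tested compounds plus 3 SD, set per campaign, cut at about 40% in these data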;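 note: 0% = DMSO wells and 100% = unlabeled Bim-BH3 peptide control; higher means more loss of mP so more displacement of Bim peptide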
Efflux pump inh = blocks antifungal efflux pumps in multiplex yeast assay | S. cerevisiae Candida pump triplex, Nile Red efflux | inhibition, % at 10 µM | actives 0.44% (n = 330,000) | AID 485275;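 active = plate passing quality check with inhibition over a set limit, or well fluorescence over plate mean plus 4 SD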;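 note: Nile Red retained in pooled yeast measured as flow cytometry median fluorescence; 0% = buffer negative control and 100% = Enniatin B positive control; higher means more Nile Red kept so more efflux inhibition; some compounds called inactive have numbers as strong as hits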
GLD-1 RNA inh = GLD-1-TGE RNA interaction inhibition (C. elegans) | Q17339 | purified GLD-1 + fluorescein TGE RNA, fluorescence polarization | inhibition, % at 5.96 µM | actives 0.44% (n = 320,000) | AID 2280;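 active = percent inhibition above a per-plate cutoff, the plate mean of test compounds plus 3 SD, cut at about 30% in these data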;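 note: 0% = DMSO wells with GLD-1 and probe and 100% = wells lacking GLD-1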
ZTA DNA inh = counter-screen for EBNA-1 inhibitors: inhibitors of Epstein-Barr virus ZTA | inhibition, % at 11 µM | ZTA-DNA binding, fluorescence polarization | actives 0.15% (n = 320,000); in the data active = inhibition above about 33%
Target sequence (P03206 whole entry, looked up): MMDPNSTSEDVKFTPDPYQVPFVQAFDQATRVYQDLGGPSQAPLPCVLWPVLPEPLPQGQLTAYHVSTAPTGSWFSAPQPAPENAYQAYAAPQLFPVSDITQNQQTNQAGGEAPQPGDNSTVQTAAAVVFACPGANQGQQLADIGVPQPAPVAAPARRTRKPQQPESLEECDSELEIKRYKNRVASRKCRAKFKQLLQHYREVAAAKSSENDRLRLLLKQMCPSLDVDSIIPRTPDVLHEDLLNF
Bcl-xL primary = blocks human Bcl-xL binding to Bim BH3 peptide; inhibition, % at 10.9 µM; AID 2129; actives 0.7% (n = 320,000); GST-Bcl-xL / FITC-Bim BH3 peptide fluorescence polarization;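 active = inhibition above the mean of all tested compounds plus 3 SD, cutoff set per campaign, cut at about 30% in these data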;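 note: 0% = DMSO wells and 100% = unlabeled Bim-BH3 peptide competitor; inhibitors lower millipolarization by displacing the labeled peptide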
Target sequence (Q07817 whole entry, looked up): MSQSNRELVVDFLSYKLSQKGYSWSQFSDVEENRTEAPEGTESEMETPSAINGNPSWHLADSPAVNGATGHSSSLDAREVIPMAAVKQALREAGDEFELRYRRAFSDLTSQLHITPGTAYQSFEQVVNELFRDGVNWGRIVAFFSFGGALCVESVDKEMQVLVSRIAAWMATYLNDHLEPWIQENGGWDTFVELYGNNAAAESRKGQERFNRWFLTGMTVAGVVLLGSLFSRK
EBNA-1 inhibitor = blocks EBNA-1 binding to DNA; EBNA-1 DNA binding, fluorescence polarization; inhibition, % at 14.8 µM; actives 0.34% (n = 300,000); in the data active = inhibition above about 28%
* = called active by the depositor; / = no result given.

SMILES	CR mimetic SO	MEX-5 binding	Fam108B counter	MCL1-BIM inh	Efflux pump inh	GLD-1 RNA inh	ZTA DNA inh	Bcl-xL primary	EBNA-1 inhibitor
CCNC(=O)N1C(=O)C2(OCCO2)c2cc(Br)ccc21	92	-3.3	0	6	-0.1	2	13	6	-12
CCOC(=O)C(NC(C)=O)C(=O)Nc1c(C)cccc1C (centres undefined)	100	-1.3	-3	12	-0.1	4	-1	-1	1
N#CCSc1nnc(-c2ccc(F)cc2)n1N	96	-1.0	2	-2	0.0	2	14	-3	-9
N=c1ccn(Cc2ccc(Cl)c(Cl)c2)cc1	96	1.2	3	-7	0.0	-1	10	0	-2
Cc1cccc(N2CCN(S(=O)(=O)c3c(C(=O)N4CCCCC4)c(C)n(C)c3C)CC2)c1C	102	-1.9	1	5	0.0	0	7	1	-2
Cc1ccccc1NC(=O)c1ccc(NS(=O)(=O)c2cc(C(C)(C)C)cc(C)c2C)cc1	113	-0.7	-12	-2	-1.5	2	-22	2	3
CCOc1ccc(OCCNCc2ccc(OC(C)C(=O)N(C)C)c(OCC)c2)cc1 (centres undefined)	111	-2.5	6	-1	0.1	-8	-17	0	-17
CC1(OC(=O)CCc2ccccc2)C(=O)C=C2C=C(c3ccc(C#N)cc3)N(CCc3ccccn3)C=C2C1=O (centres undefined)	103	-2.4	0	27	-0.1	20	-3	26	6
CC(C)CCNC(=O)C1(c2cccs2)CCOCC1	93	1.5	1	7	0.1	5	-8	6	-5
C=CCn1c(=NC(=O)C2CCCCC2)sc2cc(NC(C)=O)ccc21	106	0.5	-3	1	0.3	12	5	2	-6

Five entries already listed, sorted by length of the SMILES, ascending:
SMILES	CR mimetic SO	MEX-5 binding	Fam108B counter	MCL1-BIM inh	Efflux pump inh	GLD-1 RNA inh	ZTA DNA inh	Bcl-xL primary	EBNA-1 inhibitor
N#CCSc1nnc(-c2ccc(F)cc2)n1N	96	-1.0	2	-2	0.0	2	14	-3	-9
CC(C)CCNC(=O)C1(c2cccs2)CCOCC1	93	1.5	1	7	0.1	5	-8	6	-5
CCOC(=O)C(NC(C)=O)C(=O)Nc1c(C)cccc1C (centres undefined)	100	-1.3	-3	12	-0.1	4	-1	-1	1
Cc1ccccc1NC(=O)c1ccc(NS(=O)(=O)c2cc(C(C)(C)C)cc(C)c2C)cc1	113	-0.7	-12	-2	-1.5	2	-22	2	3
CC1(OC(=O)CCc2ccccc2)C(=O)C=C2C=C(c3ccc(C#N)cc3)N(CCc3ccccn3)C=C2C1=O (centres undefined)	103	-2.4	0	27	-0.1	20	-3	26	6

Entries from the list above that have four or more nitrogen atoms:
SMILES	CR mimetic SO	MEX-5 binding	Fam108B counter	MCL1-BIM inh	Efflux pump inh	GLD-1 RNA inh	ZTA DNA inh	Bcl-xL primary	EBNA-1 inhibitor
N#CCSc1nnc(-c2ccc(F)cc2)n1N	96	-1.0	2	-2	0.0	2	14	-3	-9
Cc1cccc(N2CCN(S(=O)(=O)c3c(C(=O)N4CCCCC4)c(C)n(C)c3C)CC2)c1C	102	-1.9	1	5	0.0	0	7	1	-2

Other results
SMILES	CR mimetic SO	MEX-5 binding	Fam108B counter	MCL1-BIM inh	Efflux pump inh	GLD-1 RNA inh	ZTA DNA inh	Bcl-xL primary	EBNA-1 inhibitor
O=C(Cc1ccccc1)N/N=C/c1cccnc1	96	1.3	-2	5	0.0	-2	1	8	1
O=C(NNC(=S)NC(=O)c1ccco1)c1ccc(NC(=O)c2ccccc2)cc1	101	0.2	4	6	-0.1	-2	9	-1	-1
Cc1cc(N2CCOCC2)ccc1/C=C1\NC(=O)N(CC(=O)Nc2ccc(F)cc2)C1=O	96	-12	0	-9	0.0	-4	-15	-1	15
COc1cc(/C=C(\C#N)C(=O)NCC2CCCO2)ccc1OC(C)C (centres undefined)	99	-0.7	-3	11	0.0	4	-4	3	3
Cc1cc(Nc2ccccc2)nn1C(=O)c1ccccc1	92	-3.9	2	1	-0.2	3	-3	4	-5
Cc1onc(-c2ccccc2)c1C(=O)N/N=C/c1ccco1	100	2.0	3	-2	0.1	7	2	1	-2
COc1ccc(C(CC(=O)c2ccc(O)cc2)S(=O)(=O)c2ccc(C)cc2)cc1 (centres undefined)	86	-0.3	1	12	-0.1	9	-13	0	-6
CCn1c(=O)cc(N2CCN(C(=O)c3ccco3)CC2)[nH]c1=O	87	2.7	-2	-2	0.0	2	9	2	4
COc1ccc(Cc2n[nH]c(=S)n(N)c2=O)cc1	96	2.9	-1	11	0.0	7	6	2	-13
Cc1csc(SCC(=O)NC2CCC(C)CC2)n1 (centres undefined)	106	0.7	-3	10	0.2	8	-3	2	-10
COc1ccccc1CCC(=O)OC(C)C(=O)Nc1c(C)n(C)n(-c2ccccc2)c1=O (centres undefined)	91	-3.9	3	-2	0.0	-4	8	2	-1
O=C1C2CCCN2C(=O)N1CCCN1CCN(c2cccc(Cl)c2)CC1 (centres undefined)	89	-2.2	1	6	0.0	2	14	2	-1
CCCCOc1ccc(Cc2c(Cl)nc(SC)nc2N2CCOCC2)cc1	95	0.8	-1	-2	-0.3	-2	3	2	8
Cc1cccc(Oc2nc3ccccn3c(=O)c2/C=C(\C#N)C(=O)NC2CCS(=O)(=O)C2)c1 (centres undefined)	114	0.6	9	-5	0.1	-1	-17	1	-5
COC(=O)C1CCN(C(=O)c2ccc(SC)cc2OC)CC1	90	-2.5	0	-2	0.2	3	0	-6	-8
COc1ccc(C(=O)NN)cc1	91	-0.2	-3	4	0.0	-2	-8	1	-8
O=C(COCC(=O)N1CCOCC1)N1CCOCC1	113	-2.2	-2	0	0.2	0	2	6	-11
COc1cc(/C=C2/C(=O)CNC2=O)ccc1O	108	44	0	-134	0.0	-107	-3	-66	0
CCCCN(C(=O)c1ccc([N+](=O)[O-])s1)c1c(N)n(CCCC)c(=O)[nH]c1=O	143	-0.7	1	-2	0.2	2	5	1	-13
CN(Cc1ccccc1)C(=O)COC(=O)c1ccc(Cl)c(N)c1	117	1.5	0	3	0.6	-2	3	0	-2

Pulled by compound from the entries so far, 6 records:
SMILES	CR mimetic SO	MEX-5 binding	Fam108B counter	MCL1-BIM inh	Efflux pump inh	GLD-1 RNA inh	ZTA DNA inh	Bcl-xL primary	EBNA-1 inhibitor
CCCCOc1ccc(Cc2c(Cl)nc(SC)nc2N2CCOCC2)cc1	95	0.8	-1	-2	-0.3	-2	3	2	8
CN(Cc1ccccc1)C(=O)COC(=O)c1ccc(Cl)c(N)c1	117	1.5	0	3	0.6	-2	3	0	-2
CCCCN(C(=O)c1ccc([N+](=O)[O-])s1)c1c(N)n(CCCC)c(=O)[nH]c1=O	143	-0.7	1	-2	0.2	2	5	1	-13
O=C(COCC(=O)N1CCOCC1)N1CCOCC1	113	-2.2	-2	0	0.2	0	2	6	-11
COc1cc(/C=C2/C(=O)CNC2=O)ccc1O	108	44	0	-134	0.0	-107	-3	-66	0
COC(=O)C1CCN(C(=O)c2ccc(SC)cc2OC)CC1	90	-2.5	0	-2	0.2	3	0	-6	-8

Going on with the list:
SMILES	CR mimetic SO	MEX-5 binding	Fam108B counter	MCL1-BIM inh	Efflux pump inh	GLD-1 RNA inh	ZTA DNA inh	Bcl-xL primary	EBNA-1 inhibitor
Cc1ccc(S(=O)(=O)N2CC(=O)NC(=O)C2)cc1	106	-1.8	2	1	0.8	-2	6	2	-7
C1CCC(CNc2c3c(nc4nnnn24)CCCC3)CC1	93	-0.1	-2	-2	-0.1	-1	-14	4	9
S=c1[nH]cc(-c2ccccc2)n1-c1ccccc1	84	1.0	5	-10	-0.1	-1	-3	-8	-2
COc1ccc(C(C(=O)NC2CCCC2)N(C(=O)c2ccoc2C)c2ccc(C)cc2)cc1 (centres undefined)	97	0.4	-3	-5	0.1	0	8	-2	-4
CC(C)Cn1c(N)c(-c2nc(C(C)C)c(C(=O)c3ccccc3F)s2)c(=O)n(C)c1=O	119	-0.2	-3	0	0.1	5	-2	2	3
Cc1csc(-c2cnn(-c3ccccc3)c2NC(=O)c2cccc(F)c2)n1	92	-0.3	-2	-4	0.1	7	-13	-1	-7
O=C(O)c1ccc(COCC(F)(F)C(F)F)o1	106	-0.5	0	10	-0.1	7	14	6	4
CCS(=O)(=O)N1Cc2ccccc2CC1C(=O)N(C)CC(=O)Nc1ccc(OC)cc1 (centres undefined)	104	/	/	-10	0.0	0	-6	-7	/
COc1ccccc1NC(=O)CN1CCC(n2nnc3cc(F)ccc32)CC1	91	0.6	2	8	0.0	-2	-5	1	-7
Cc1cccc(N2CCN(C(=S)c3ccc(-c4ccccc4[N+](=O)[O-])o3)CC2)c1	100	2.9	4	6	-0.3	8	13	6	-10
COc1ccccc1C/C(N)=N/OC(=O)COc1ccc(C)cc1	95	0.0	5	2	0.0	-1	-7	8	8
Cn1nccc1C(=O)OCC(=O)Nc1ccc(S(N)(=O)=O)cc1	92	2.0	2	-9	-0.1	3	2	-4	2
O=C(O)CC(NC(=O)C1CCCCC1)c1ccc(OC2CCCC2)cc1 (centres undefined)	99	2.0	-1	-3	0.1	-2	-4	4	-3
CCN1CCN(C(=S)Nc2ccc3nc4n(c(=O)c3c2)CCCCC4)CC1	92	0.0	3	0	0.1	-7	10	0	-5
CCOC(=O)c1csc(NC(=O)CC2CCCC2)n1	120	1.2	-1	-2	0.0	7	7	-2	-10
CC(C)(C)SCCNC(=O)c1ccccc1	101	-1.3	-2	-1	-0.1	1	-1	-1	12
CCCCCCCNc1cccc(C)c1	104	-0.5	5	3	0.0	-1	-5	3	2
NC(=O)c1cc(S(=O)(=O)N2CCCCC2)cs1	78	-1.3	3	1	0.3	2	2	2	-10
Cc1cccnc1NC(=O)c1ccccc1NC(=O)C(C)(C)C	97	2.3	-2	0	0.0	3	9	-1	3
N/C(=N\OC(=O)c1cc(-c2ccccc2)nc2ccccc12)c1ccc(Cl)cc1	100	0.5	-1	1	0.1	-5	14	8	10
Cc1cc(C)cc(NC(N)=S)c1	96	-0.3	-5	4	0.6	12	-8	-1	-11
CC(C)N(Cc1cnn(C)c1)Cc1nc(-c2ccc(Cl)cc2)no1	93	-2.4	-6	1	-0.1	-3	3	-1	4

Screening results (PubChem BioAssay)
